Source: PubChem
EBI2 block: EBI2 (human) antagonism. P32249. EBI2 beta-arrestin recruitment, luminescence, 7a,25-OHC stimulated. inhibition, % at 5 µM. actives 0.81% (n = 360,000); in the data active means inhibition above about 38%;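 further: enzyme fragment complementation signal reports receptor beta-arrestin coupling in cells; 0% = agonist plus DMSO wells and 100% = wells without agonist; some results beyond the cut were filed as inactive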
Target sequence (P32249 whole entry, looked up, the tested form may be a part): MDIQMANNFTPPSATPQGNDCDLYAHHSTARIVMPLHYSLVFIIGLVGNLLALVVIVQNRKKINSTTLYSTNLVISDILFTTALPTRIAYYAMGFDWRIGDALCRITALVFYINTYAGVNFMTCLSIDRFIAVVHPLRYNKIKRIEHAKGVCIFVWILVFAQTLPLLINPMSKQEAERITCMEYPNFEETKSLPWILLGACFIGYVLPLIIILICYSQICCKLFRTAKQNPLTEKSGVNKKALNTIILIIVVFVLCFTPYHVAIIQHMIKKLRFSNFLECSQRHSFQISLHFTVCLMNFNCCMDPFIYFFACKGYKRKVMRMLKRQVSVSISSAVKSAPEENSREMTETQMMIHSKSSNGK
NR3A LBD binder: NR3A (human) ligand-binding domain modulation | actives 2.5% (n = 340,000) | Tm shift relative to glycine control, % at 25 µM | NR3A LBD differential scanning fluorimetry, Tm shift; 0% = protein alone, 100% = glycine-bound protein;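 active means melting temperature shift of at least 10% of the positive control shift, at one fixed dose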
MPTP inh: blocks calcium-induced mitochondrial swelling | actives 1.4% (n = 360,000) | inhibition, % at 10 µM | AID 602449 | isolated mouse mitochondria, Ca2+ swelling absorbance, 30 min;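 active means inhibition of 50% or more, scaled per plate between neutral and stimulator controls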;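 further: 0% = DMSO wells given calcium and 100% = 1 mM EGTA wells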
CCR6 antagonist: blocks CCL20-driven beta-arrestin recruitment at human CCR6. P51684. CHO-K1 CCR6 PathHunter beta-arrestin, luminescence, CCL20-stimulated. inhibition, % at 20 µM. actives 0.49% (n = 340,000). AID 493098;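 active means compounds whose inhibition of the agonist-driven luminescence signal at 20 µM reaches about 50%, limit read from the data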;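 further: cells stimulated with CCL20 at 14 nM final; plate controls were DMSO with CCL20 for no effect and DMSO without agonist for full effect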
Target sequence (P51684 whole entry, looked up): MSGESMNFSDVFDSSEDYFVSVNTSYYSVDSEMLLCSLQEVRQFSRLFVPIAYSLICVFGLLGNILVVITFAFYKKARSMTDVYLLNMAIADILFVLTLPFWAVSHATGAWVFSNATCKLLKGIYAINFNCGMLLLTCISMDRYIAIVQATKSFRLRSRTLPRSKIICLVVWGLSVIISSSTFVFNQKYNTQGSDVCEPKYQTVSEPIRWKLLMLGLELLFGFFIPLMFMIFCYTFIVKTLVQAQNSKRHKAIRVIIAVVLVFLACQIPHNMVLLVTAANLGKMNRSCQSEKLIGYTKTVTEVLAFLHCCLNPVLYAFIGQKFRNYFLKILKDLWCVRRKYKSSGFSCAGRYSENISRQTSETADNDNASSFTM
CXCR6 inh: blocks human CXCR6 beta-arrestin recruitment; CHO-K1 PathHunter CXCR6 beta-arrestin, luminescence; inhibition, % at 20 µM; actives 0.36% (n = 360,000); AID 602244; in the data active means inhibition above about 34%, passing the limit was not always enough;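 further: antagonist mode with CXCL16 agonist at 10 nM final; 0% = 10 nM CXCL16 with DMSO and 100% = unstimulated wells without agonist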
APOBEC3A inh: inhibitors of human APOBEC3A DNA deaminase | P31941 | recombinant A3A, FAM/TAMRA ssDNA deamination fluorescence | inhibition, % at 20 µM | actives 0.41% (n = 330,000);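 active means at least 40% inhibition at 20 µM here, with at most 30% in a related deaminase screen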;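 further: plate controls were A3A with DMSO for no effect and wells lacking A3A enzyme for full effect; some results filed as inactive read as strong as hits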
Target sequence (P31941 whole entry, looked up): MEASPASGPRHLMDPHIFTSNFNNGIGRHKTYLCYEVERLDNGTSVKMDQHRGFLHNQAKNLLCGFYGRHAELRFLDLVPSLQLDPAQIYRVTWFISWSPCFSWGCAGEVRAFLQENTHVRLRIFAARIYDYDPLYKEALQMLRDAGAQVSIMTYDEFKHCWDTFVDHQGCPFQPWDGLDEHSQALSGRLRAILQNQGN
Gli-Sufu antag: Gli-Sufu pathway antagonism; Sufu-KO-LIGHT fibroblasts, Gli luciferase reporter luminescence; actives 0.74% (n = 340,000); inhibition, % at 5 µM; AID 588413;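 active means inhibition above about 55%, limit read from the data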;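 further: 0% = DMSO-treated cells and 100% = wells with medium but no cells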
A3G deaminase: inhibitors of human APOBEC3G DNA deaminase | actives 0.28% (n = 330,000) | Q9HC16 | inhibition, % at 20 µM | recombinant A3G, ssDNA deamination FAM/TAMRA fluorescence;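 active means inhibition of at least 40% at 20 µM, with no more than 30% in the related APOBEC3A deaminase screen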;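 further: plate controls were DMSO wells with A3G for no effect and wells lacking A3G enzyme for full effect; some compounds called inactive have numbers as strong as hits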
The depositor's hits bear a star; x = no result given.

Structure	EBI2 block	NR3A LBD binder	MPTP inh	CCR6 antagonist	CXCR6 inh	APOBEC3A inh	Gli-Sufu antag	A3G deaminase
COc1cc(CC(=O)Nc2ccc(S(=O)(=O)Nc3ncccn3)cc2)cc(OC)c1OC	3	1	-0.8	-12	2	-2	4	-2
O=C(CN(Cc1ccccc1)C(=O)CCC(=O)Nc1ccccn1)NCc1ccco1	-1	-1	-1.2	-19	14	-1	7	-6
O=C(CNC(=O)c1ccc(Br)cc1)c1ccccc1	9	0	-0.5	4	3	-5	-58	-4
O=C1NC(=O)/C(=C\c2ccc(OCc3ccccc3)cc2)S1	9	-9	8.6	10	6	0	-9	-2
Cn1c(N)c(C(=O)COC(=O)CSc2cccc3cccc(Cl)c23)c(=O)n(C)c1=O	0	-13	0.4	5	-9	6	x	-4
Cc1ccsc1C(=O)NNC(=O)c1ccc(NS(=O)(=O)c2cccs2)cc1	4	-1	-0.4	0	-7	-1	17	-7
O=C(O)CCCNCc1ccccc1F	-6	2	-1.0	9	-3	x	-8	x
Cc1c(C(=O)NCc2ccc3c(c2)cc(C)n3C)cccc1[N+](=O)[O-]	9	-4	-1.3	8	2	-1	2	-3
CC1CC(C)(C)NC(=S)N1CCC(=O)Nc1ccc2c(c1)OCCO2 (centres undefined)	17	-2	-1.0	15	12	-1	1	-3
Cc1ccc(C(=O)COC(=O)CN2C(=O)C3C4CC(C(Br)C4Br)C3C2=O)cc1 (centres undefined)	22	-15	1.1	-3	-10	1	17	-2
Nc1ccc(S(=O)(=O)Nc2nc(-c3ccccc3)cc(-c3ccccc3)n2)cc1	9	8	-1.0	8	4	4	9	2
Cc1cccc(NC2(C(F)(F)F)N=C(c3ccccc3)NC2=O)n1 (centres undefined)	-4	1	-1.5	-4	-1	-2	7	-6
O=C(COC(=O)c1ccccc1O)NCCCc1ccccc1	-3	-1	-2.4	11	-7	5	-5	-2
CC(C)NC(=O)c1ccc2c(=O)n(C3CCCC3)c(=S)[nH]c2c1	-8	-2	3.3	12	-5	-4	8	-8
CC(C)[C@H](NS(=O)(=O)c1ccccc1F)C(=O)OCC(=O)Nc1cccc(S(N)(=O)=O)c1	3	6	2.2	1	0	-1	5	-3
CCc1ccc[n+](-c2[nH]c(=O)sc2/C=N/N=C(\[O-])c2ccncc2)c1	-9	-2	0.8	9	-6	-2	-1	2
COc1ccc2cc(C)c3nnc(SCc4cccnc4)n3c2c1	-3	-2	-0.9	29	3	0	7	-1
CC(C)N1CC(O)=C(c2nc3ccccc3c(=O)[nH]2)C1=N	-9	-2	-5.9	-10	-2	-6	-5	-5
COc1ccccc1CCNC(=O)C(=O)NCC1OCCCN1S(=O)(=O)c1cc(C)ccc1C (centres undefined)	-1	0	-1.1	19	7	-2	16	-8
CCC(C(=O)N1CCN(c2ncccn2)CC1)c1ccccc1 (centres undefined)	0	-1	-0.5	7	-9	1	2	-9
Cc1ccc(NC(=O)CN2C(=O)c3ccccc3S2(=O)=O)c(C)c1	-3	-2	-1.5	-2	-14	-3	-4	-11
COc1ccc(S(=O)(=O)Nc2cccc(/C=C/C(=O)O)c2)cc1	0	0	1.7	4	0	-4	4	-7
CC1CCCCC1NC(=O)CCCN1C(=O)c2ccccc2C1=O (centres undefined)	4	0	-2.7	7	5	-5	16	-9
CCC(C)NCCOc1ccc(C)cc1[N+](=O)[O-] (centres undefined)	6	0	1.8	10	4	x	8	x
CCn1c(SCC(=O)Nc2nccs2)nnc1-c1ccc(S(=O)(=O)N2CCCCC2)cc1	0	10	8.7	-3	-12	-1	7	19
COCC(=O)N1CCC(Oc2ccc(C(=O)NCc3cc(C)no3)cc2)CC1	-2	2	0.8	9	-8	1	3	16
Cc1cc(=O)c(C(=O)O)cn1-c1ccc(C(C)C)cc1	-12	1	2.8	4	3	-2	-5	-5
O=C(NC1=NCCS1)c1ccc(Cl)c(S(=O)(=O)N2CCOCC2)c1	-11	-2	-2.0	0	2	-4	1	-6
COc1cccc(N2CCN(C(=O)C3CCCN(S(=O)(=O)c4ccc5c(c4)oc(=O)n5C)C3)CC2)c1 (centres undefined)	-10	1	1.4	6	0	-3	47	-10
CCN(CC(=O)NCCCN1CCOCC1)S(=O)(=O)c1ccc(F)cc1	10	-1	0.1	12	0	3	-19	-3
O=C(COc1ncnc2sccc12)NC1CCCCC1	-8	2	-0.5	1	-5	1	-2	-5
S=c1[nH]ncn1/N=C/c1cccs1	-4	1	-0.4	2	-1	-2	2	14
CC(OC(=O)CN(C)S(=O)(=O)c1ccc(Cl)cc1)C(=O)Nc1ncc(Cl)cc1Cl (centres undefined)	-9	0	-3.2	-2	-1	6	3	4
COc1cccc(/C=C2/SC(=S)N(CC(=O)NNC(=O)c3ccccc3OC)C2=O)c1	-10	-4	1.0	9	6	2	-27	-7
CCOc1ccccc1N1CCN(CC(=O)Nc2nc(C)c(C(=O)N(C)C)s2)CC1	-3	-1	-0.4	-2	2	0	3	1
CN(C)CC1(c2ccccc2)CCCC1	-2	-1	-0.2	-16	1	-3	-19	-5
Cc1ccc(CCc2nnc(SCC(=O)Nc3cc(Cl)ccc3Cl)n2-c2ccccc2)o1	27	-13	21	15	10	-5	7	-11
COc1ccccc1/C=C/C=c1\sc2nc(=O)c(Cc3ccccc3)nn2c1=O	8	1	-2.4	7	3	5	-5	6
CCn1c(CNc2ccccc2Cl)nnc1SCC(=O)OC1CCCCC1	6	0	1.4	26	10	-5	-5	-7
C1CSC2(N1)C1CC3CC2CC(C1)C31NCCS1 (centres undefined)	-6	-2	0.0	-3	5	0	-5	-2
C=C1CCN([C@H](C(=O)NCc2ccco2)C(C)C)S(=O)(=O)c2ccccc21	0	-2	0.1	14	0	-2	-3	-1
CC(=O)Cc1nsc(NC(=O)c2ccc(-c3ccc(Cl)c(C(F)(F)F)c3)o2)n1	x	3	x	9	x	-5	9	-7
Cc1cc(C)nc(N2CCC(C(=O)NNC(=O)c3ccc(Cl)cc3)CC2)n1	17	-1	0.5	-11	-3	3	4	-4
CC(NC(=O)C(=O)NCCC1=CCCCC1)c1ccccc1 (centres undefined)	-6	1	-1.2	4	6	15	-12	-9
COc1ccccc1CNCc1cc(Br)ccc1OC	4	-1	0.4	5	-2	-3	22	-7
NC(=O)CC(NC(=O)Cc1cccc2ccccc12)c1ccc(NC2CCC2)c([N+](=O)[O-])c1 (centres undefined)	8	-2	-0.8	22	9	2	-6	-5
O=C1OCC2=C1C(c1ccccc1)CC(=O)N2c1ccccc1 (centres undefined)	4	0	0.2	7	-2	3	-2	-2
Cc1cc(/C=C2/NC(=O)NC2=O)c(C)n1-c1cccnc1	-4	-5	1.9	-15	1	-1	-14	-2
CCCCNC(=S)N1CCC(Cc2ccccc2)CC1	-1	-1	1.2	-4	-4	-3	23	-2
O=c1[nH]cnc2c1C(c1ccccc1[N+](=O)[O-])c1c(nc[nH]c1=O)O2	-4	2	0.4	6	1	3	0	-9
Cc1cc(C)nc(N/C(=N\S(=O)(=O)Cc2ccccc2)Nc2ccccc2Br)n1	4	-2	2.3	25	6	-7	8	-10
CCCNC(=S)N1CCC(NC(=O)Nc2ccc(C)cc2)CC1	-7	-1	-0.4	-14	-11	-2	14	-9
Cc1cc(=O)[nH]c(SCC(=O)NC2CCCCC2)n1	-9	0	-1.7	5	-8	-3	16	-8
Cc1ccc(NC(=O)Nc2cccnc2)cc1Cl	9	31*	5.9	1	-7	x	-30	x
COc1cc(/C=N/Nc2nc3ccccc3o2)cc(OC)c1O	9	4	-0.3	1	0	-1	-12	-5
C[C@H](CO)N1C[C@H](C)[C@@H](CN(C)C(=O)Nc2ccc(C(F)(F)F)cc2)Oc2ccc(NC(=O)Nc3ccc4c(c3)OCO4)cc2C1=O	-8	11*	-2.1	1	8	-1	-8	-2
CCN1CCN(CCNC(=O)CSCc2nc(-c3ccc(OC)c(OC)c3)oc2C)CC1	-2	2	0.0	-7	-4	-1	1	1
COC(=O)c1c(C)oc(C)c1S(=O)(=O)NCc1cccs1	-13	2	1.9	1	5	2	3	0
CC(C)CCNC(=O)CN(C(=O)CCC(=O)Nc1nccs1)c1ccc2c(c1)OCCO2	-6	0	-1.8	-4	12	-3	0	-4
Cn1nnc(NC(=O)COc2ccc(C3CCCCC3)cc2)n1	-2	0	0.4	2	2	-4	-8	-1

Continued:
Structure	EBI2 block	NR3A LBD binder	MPTP inh	CCR6 antagonist	CXCR6 inh	APOBEC3A inh	Gli-Sufu antag	A3G deaminase
Cn1c(-c2ccccc2)cnc1NCc1cc2c(cc1[N+](=O)[O-])OCO2	-6	-6	37	2	-8	-4	0	-9
Cc1cc(/C=C(/C#N)c2cccc(Cl)c2)c(C)n1C	-8	1	-0.6	8	4	2	-8	-1
CC(=O)N1CCN(Cc2nc3cc(NC(=O)c4ccc(F)cc4)ccc3n2C)CC1	-2	1	-0.4	-24	-6	0	-8	-11
O=C(c1ccc(Br)cc1)N(Cc1nc2ccccc2c(=O)[nH]1)C1CCCC1	9	2	-0.7	1	2	-4	8	-7
CCC(Sc1nc2cc3c(cc2c(=O)n1Cc1ccco1)OCO3)C(=O)Nc1cccc(OC)c1 (centres undefined)	15	-5	4.8	-3	7	1	6	-8
COc1cccc([C@@H]2CC=C(C(=O)O)[C@H](c3ccc(F)cc3)N2S(=O)(=O)c2ccc(C)cc2)c1	1	3	-1.8	0	-4	-1	5	-8
CC(C)NC(=S)N1CCN(c2ncccn2)CC1	-2	-5	-1.1	10	-1	-5	-9	-6
Cc1cccc(N2CCN(C(=O)NC3CCCCC3)CC2)c1C	1	-1	0.0	16	-6	-4	-10	3
CC(=O)N1CC=CC1(C)C(=O)O (centres undefined)	-8	3	1.6	-4	-24	-3	-9	-7
N#Cc1nc(COc2cccc(Cl)c2)oc1N1CCCC1	7	2	-2.1	11	4	1	8	3
CCOc1ccc(NS(=O)(=O)c2ccc(NC(=S)NC(=O)C(C)C)cc2)cc1	-3	-7	0.7	15	12	-4	-1	-4
CS(=O)(=O)c1ccc(Cl)c(NC(=O)CCNC(=O)c2ccco2)c1	-3	-1	0.0	-1	-7	-2	-10	-11
CCOC(=O)c1c(NC(=S)Nc2ccc(OC)cc2)sc2c1CCC2	14	-1	1.1	7	1	-4	-4	-4
O=c1c2ccccc2n(CC(O)CN2CCCCC2)c2ccccc12 (centres undefined)	-4	1	1.8	9	16	0	16	-6
CCOc1ccc2nc(N=NC3=C(O)CC(C)(C)CC3=O)sc2c1	3	-5	5.0	34	30	2	-42	-1
CCOc1cc(N(CC)CC)ccc1/C=C(/C#N)c1nc2ccccc2[nH]1	30	-5	82*	28	23	-15	-1	-32
COc1ccc(NC(=O)CSc2nnc(CN3CCOCC3)n2-c2ccccc2)cc1Cl	13	0	0.6	-1	-7	0	0	-5
COc1cccc(NC(=O)N(CCCN2CCOCC2)C(C)c2cc3ccccc3o2)c1 (centres undefined)	-5	-24	1.8	6	-8	6	-1	4
CC(=O)Oc1cccc(N2C(=O)C3C4C=CC(C4=C(C)C)C3C2=O)c1 (centres undefined)	1	0	-0.9	-2	-2	3	8	4
CCN(C(=O)COC(=O)c1ccc2ccccc2n1)c1c(N)n(Cc2ccccc2)c(=O)[nH]c1=O	1	2	-0.7	5	-1	0	-10	-1
Cn1c(CSCC(=O)Nc2ccccc2)nnc1SCc1ccccc1	-9	-4	2.6	9	2	-2	-43	-2
CCOC(=O)c1[nH]c(C)c(C(=O)N2CCN(c3cccc(Cl)c3)CC2)c1C	5	-2	-4.9	-9	-8	-1	13	-7
